WRN helicase inh – WRN helicase (human) inhibition; Q14191; WRN helicase unwinding, fluorescent forked duplex, kinetic; Potency, µM (top dose mostly 114 µM), for the others: at the highest dose activity change, negative = inhibition, usual class: inhibitors; 0.46% of 360,000 active; note: potency is the fitted concentration of half-maximal effect; % is set by controls: 0 for no effect and ±100 for the full control effect; nearly all actives have a fitted effect of over 55% in size
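Enzyme (20 nM final) and test compound sit together 15 min at room temperature before substrate addition. Substrate is a single-forked duplex oligonucleotide (100 nM) labelled with fluorophore and quencher, with 2 mM ATP; helicase unwinding raises red fluorescence, read kinetically.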
CCT chaperon mod – changes cytosolic chaperonin activity | activity change, % (test concentration not listed), hits read low | purified chaperonin ATPase assay, HTRF ADP detection, 30 min | 0.3% of 360,000 active | AID 651819; in the data active = activity change below about -30%; note: % is set by controls: 0 for no effect and ±100 for the full control effect
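We incubate TRiC, 40 or 20 nM final, with library compounds at 76 uM and 10 uM ATP for 30 min at 37 °C. ADP formed is detected with Transcreener HTRF reagents after 30 min at room temperature.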
PLK1 PBD inh – blocks phosphopeptide binding to human PLK1 polo-box domain; Plk1 PBD binding of FITC phosphopeptide, fluorescence polarization; P53350; Potency, µM, for inactives: max response, negative = inhibition, actives largely listed as inhibitors; 2.8% of 360,000 active; note: potency is the fitted concentration of half-maximal effect; series mostly up to about 57 µM; % is set by controls: 0 for no effect and ±100 for the full control effect; nearly all actives have a fitted effect of over 65% in size
EPAC1 antag – EPAC1 (human) antagonism | O95398 | EPAC1 GEF assay, Rap1b-BODIPY-GDP exchange fluorescence | Potency, µM (highest dose often 115 µM), for the others: at the top dose activity change, negative = inhibition, actives largely listed as inhibitors | 0.14% of 360,000 active | AID 720709;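 note: potency is the fitted concentration of half-maximal effect; plate controls were vehicle for no effect and positive control for full effect; nearly all actives have a fitted effect of over 50% in size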
EPAC2 antag – antagonists of human EPAC2; Q8WZA2; AID 720708; Potency, µM (highest dose often 114 µM), for the others: at the highest dose activity, negative = inhibition, usual class: inhibitors; 0.18% of 360,000 active; EPAC2 GEF exchange of Rap1B-BODIPY-GDP, fluorescence; note: potency is the fitted concentration of half-maximal effect; % is set by controls: 0 for no effect and ±100 for the full control effect; nearly all actives have a fitted effect of over 45% in size; many of its hits are not listed in these tables
Target sequence (Q8WZA2 whole entry, looked up): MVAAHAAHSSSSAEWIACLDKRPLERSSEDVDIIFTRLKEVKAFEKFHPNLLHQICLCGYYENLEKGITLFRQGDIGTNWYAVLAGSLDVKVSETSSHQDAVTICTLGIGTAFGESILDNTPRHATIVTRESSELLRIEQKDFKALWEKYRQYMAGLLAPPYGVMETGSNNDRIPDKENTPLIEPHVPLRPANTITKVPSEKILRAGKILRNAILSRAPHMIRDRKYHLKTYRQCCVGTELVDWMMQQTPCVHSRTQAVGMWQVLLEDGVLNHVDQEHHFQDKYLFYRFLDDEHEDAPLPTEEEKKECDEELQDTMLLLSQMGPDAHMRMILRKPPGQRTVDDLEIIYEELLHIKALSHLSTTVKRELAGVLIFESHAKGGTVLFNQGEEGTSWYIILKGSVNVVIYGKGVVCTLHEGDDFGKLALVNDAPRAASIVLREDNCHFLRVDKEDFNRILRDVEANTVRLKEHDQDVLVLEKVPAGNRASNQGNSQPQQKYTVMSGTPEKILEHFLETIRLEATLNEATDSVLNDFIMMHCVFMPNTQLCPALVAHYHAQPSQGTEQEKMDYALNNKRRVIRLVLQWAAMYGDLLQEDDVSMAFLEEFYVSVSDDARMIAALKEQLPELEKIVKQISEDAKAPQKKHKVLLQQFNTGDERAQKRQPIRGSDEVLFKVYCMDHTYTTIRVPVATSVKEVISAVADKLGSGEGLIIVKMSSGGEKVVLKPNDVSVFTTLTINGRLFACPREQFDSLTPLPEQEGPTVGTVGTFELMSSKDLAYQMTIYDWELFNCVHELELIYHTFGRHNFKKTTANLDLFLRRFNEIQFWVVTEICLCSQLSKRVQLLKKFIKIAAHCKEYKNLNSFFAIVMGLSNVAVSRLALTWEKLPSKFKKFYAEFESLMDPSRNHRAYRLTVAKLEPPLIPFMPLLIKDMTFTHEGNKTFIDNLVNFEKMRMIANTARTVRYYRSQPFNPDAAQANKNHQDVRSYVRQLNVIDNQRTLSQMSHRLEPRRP
MmCpn inh – M. maripaludis TRiC chaperonin inhibition | purified Mm-Cpn ATPase, ADP Transcreener TR-FRET | Potency, µM (doses to about 76.9 µM), without a hit: at the top dose activity, negative = inhibition, actives largely listed as inhibitors | 0.031% of 330,000 active | AID 504842; note: potency is the fitted concentration of half-maximal effect; % is set by controls: 0 for no effect and ±100 for the full control effect; nearly all actives have a fitted effect of over 80% in size
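25 nM Mm-CPN + cpd, 10 min 37°C; + 10 uM ATP, 30 min 37°C; buffer 30 mM Tris pH 7.4, 100 mM KCl, 5 mM MgCl2, 1 mM DTT; Transcreener ADP HTRF detection 30 min RT.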
EPAC1 agonist – EPAC1 (human) agonism | Potency, µM (highest dose often 154 µM), without a hit: at the highest dose activation, hits mostly activators | EPAC1 agonist qHTS, biochemical assay; response scale: 100% = response to 6.5 mM cAMP | AID 720707 | 0.073% of 360,000 active | O95398; note: potency is the fitted concentration of half-maximal effect; nearly all actives have a fitted effect of over 60% in size
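Nucleotide exchange by EPAC1 (100 nM) on Rap1B–BODIPY-GDP (250 nM) in the presence of 50 uM GDP is tracked fluorescently at 480/540 nm over 30 min. Signals are normalized to a 6.5 mM cAMP control.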
PI5P4Ka inh – blocks human PI5P4K alpha kinase activity; PI5P4Kalpha enzyme, ADP-Glo luminescence, 60 min; stronger effect = lower value; max response, %; 1.2% of 330,000 active; active = max response of -50% or lower; inconclusive = between -30% and -50%; inactive = -30% or higher; note: value at the top dose of about 77 µM; % is set by controls: 0 for no effect and ±100 for the full control effect
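qHTS, 1536-well: enzyme/substrate mix, compound by pin tool, 5 microM ATP final; RT 60 min; ADP-Glo reagents 1 (45 min) then 2 (30 min); luminescence.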
Starred values were filed as active, the others as inactive; ? = inconclusive; nt = not tested or not shown; & = joins results of further samples; [ ] = dose if it differs, or a comment. Unless noted, calls come from the whole dose curve; as a rule, active = well fitted curve in the direction sought with a large enough effect; inconclusive = small, poorly fitted or top-dose-only effect, or another doubt; inactive = no such curve, though single readings can be large; an effect the other way counts as inactive or inconclusive.

smiles | WRN helicase inh | CCT chaperon mod | PLK1 PBD inh | EPAC1 antag | EPAC2 antag | MmCpn inh | EPAC1 agonist | PI5P4Ka inh
CC1(C)CC(=O)C2=C(C1)NC(=O)CC2c1cccc(F)c1 (configuration not stated) | -8% | 0.2 | -1% | 11% | 9% | -15% | 0% | -8
Cc1ccnc(NS(=O)(=O)c2ccc(NC(=O)c3ccc(C)o3)cc2)n1 | -5%[57.1 µM] | 0.5 | -13% | 1% | 11% | 1% | -6% | 1
CC1(C)CC(=O)C=C(C(=O)N2CCCC(C(=O)c3cccc(C(F)(F)F)c3)C2)O1 (configuration not stated) | -20% | -0.6 | -7% | -18% | -11% | 3% | -6% | 7
Cc1ccc(CS(=O)(=O)c2nc3c(c(N(C)C)n2)CCCC3)cc1 | 2% | 2.4 | -2% | 4% | 0% | 0% | 4% | -4
COc1ccc2c(c1)C(C)=CC(C)(C)N2S(=O)(=O)c1ccc(NC(C)=O)cc1 | -9% | 0.6 | -10% | -16% | -16% | -12% | 9% | 1
CCN(CC(=O)NCc1cccs1)S(=O)(=O)c1ccc(C(C)C)cc1 | -7% | 2.3 | 2% | -17% | -20% | -2% | -4% | 6
Cc1cccc(C)c1NC(=O)C(c1ccc(C#N)cc1)n1c(=O)c(-c2ccccc2)nc2ccccc21 (configuration not stated) | -1% | nt | -10% | -22% | 25% | nt | 7% | 5
CC1(C)NC(=O)N(CC(=O)N2CCCC(C(F)(F)F)C2)C1=O (configuration not stated) | -3% | -2.0 | -3% | -6% | -8% | -1% | 0% | 9
O=C(COc1ccccc1F)Nc1cc(S(=O)(=O)Nc2cccc(Cl)c2)ccc1O | -9% | -0.4 | 24µM* | -3% | -2% | 0% | 17% | -23
O=S1(=O)N[C@@H](Cc2ccccc2)COc2cccc(N3CCSCC3)c21 | -2% | -0.8 | 1% | -4% | 0% | nt | 6% | -6
COc1ccc(-c2cc(CNS(=O)(=O)c3ccc(F)cc3)on2)cc1 | -4% | -1.3 | -24% | -22% | -20% | 0% | -2% | 1
CC(C)[C@@H]1CC2=C(C(=O)OC(C)(C)O2)[C@H](CCc2ccccc2)O1 | -4% | 1.0 | -5% | -17% | -16% | nt | -21% | 6
Cn1c(Cn2c(=O)sc3ccccc32)nnc1SCC(=O)Nc1cccc(Cl)c1 | 9% | -1.8 | -2% | -1% | 11% | -1% | -19% | -5
CC(C)(C)OC(=O)NCCCC[C@H](NC(=O)c1nc[nH]c1C(=O)N1CCN(C(=O)OC(C)(C)C)CC1)C(=O)OC(C)(C)C | 1% | -0.7 | -7% | -8% | -13% | nt | -15% | -29
COc1ccccc1OC(C)C(=O)Nc1nc(-c2ccc(S(=O)(=O)N3CCOCC3)cc2)cs1 (configuration not stated) | 0% | -2.2 | -10% | 1% | 10% | ? | 4% | 16

The last 2 records of the section before come first, to join the parts.
smiles | WRN helicase inh | CCT chaperon mod | PLK1 PBD inh | EPAC1 antag | EPAC2 antag | MmCpn inh | EPAC1 agonist | PI5P4Ka inh
CC(C)(C)OC(=O)NCCCC[C@H](NC(=O)c1nc[nH]c1C(=O)N1CCN(C(=O)OC(C)(C)C)CC1)C(=O)OC(C)(C)C | 1% | -0.7 | -7% | -8% | -13% | nt | -15% | -29
COc1ccccc1OC(C)C(=O)Nc1nc(-c2ccc(S(=O)(=O)N3CCOCC3)cc2)cs1 (configuration not stated) | 0% | -2.2 | -10% | 1% | 10% | ? | 4% | 16
COc1ccc(-n2nc(C(=O)NCC(=O)N3CCN(c4ccc(F)cc4)CC3)c3ccccc3c2=O)c(OC)c1 | 8% | -0.5 | 2% | -27% | -8% | -4% | -1% | 5
CC1CN(C(=O)c2ccccc2NS(=O)(=O)c2ccc(Cl)cc2)CC(C)O1 (configuration not stated) | -22% | -0.2 | -7% | -2% | -5% | 0% | 17% | 15
Cc1cc(C)n(-c2nc3ccccc3nc2N2CCN(C(=O)c3ccc(Cl)cc3)CC2)n1 | -11% | -0.5 | -1%&-4% | -4% | -14% | -13% | 8% | nt
O=[N+]([O-])c1cc(-c2n(-c3ccccn3)c3ccccc3[n+]2-c2ccccn2)ccc1Cl | -8% | 0.0 | -7% | -15% | ? | -2% | 7% | 2
S=c1[nH]nc(Cc2cccs2)n1-c1cccc2ccccc12 | 1% | -7.4 | -17% | -9% | -1% | -1% | 4% | -10
CCN(CC)CCn1cnc2c1c(=O)[nH]c(=O)n2Cc1ccccc1 | -2% | -0.1 | -4% | 3% | -3% | 1% | 0% | 5
CSCCC(C(=O)NC1=NCCS1)N1C(=O)c2ccccc2C1=O (configuration not stated) | 15% | -3.4 | ? | 9% | -2% | 3% | 10% | -3
COc1cccc(NC(=O)CN(c2cccc(OC)c2)S(C)(=O)=O)c1 | 1% | -2.0 | 2% | 4% | 0% | 1% | -1% | 7
O=C(CCn1nnc2ccccc2c1=O)NCC1CCC(C(=O)O)CC1 (configuration not stated) | 12% | 0.1 | -7% | -25% | 0%[57.1 µM] | -2% | -6% | 0
COC(=O)/C(C#N)=C/c1c(N2CCCCCC2)nc2ccccn2c1=O | 0% | -0.4 | -6% | -29% | -1% | 1% | 1% | 11
O=C(N/N=C/c1cccs1)c1cccc(S(=O)(=O)Nc2ccc(Cl)cc2)c1 | -4% | 0.9 | 0% | 24% | -6% | 2% | -6% | -9
Cn1nc(C(=O)OCc2ccc(F)cc2)c2ccccc2c1=O | 10% | -37* | -12% | -8% | -11% | 0% | 0% | 5
Cc1cc(NC(=O)c2ccccc2F)on1 | -4% | 3.1 | -8% | -12% | -4% | 1% | 5% | 0
COc1ccc(OC)c(COC(=O)c2cc([N+](=O)[O-])ccc2N2CCOCC2)c1 | 2% | 1.9 | -1% | 16% | 2% | 2% | 0% | 4
Cc1nn(CC(=O)NCc2cccnc2)c(C)c1[N+](=O)[O-] | 11% | 0.8 | -6% | 9% | 9% | 0% | 1% | -1

Five entries from above, ordered by the number in CCT chaperon mod, descending:
| SMILES | CCT chaperon mod |
| --- | --- |
| COc1ccc(OC)c(COC(=O)c2cc([N+](=O)[O-])ccc2N2CCOCC2)c1 | 1.9 |
| O=C(CCn1nnc2ccccc2c1=O)NCC1CCC(C(=O)O)CC1 (configuration not stated) | 0.1 |
| CC1CN(C(=O)c2ccccc2NS(=O)(=O)c2ccc(Cl)cc2)CC(C)O1 (configuration not stated) | -0.2 |
| COc1ccc(-n2nc(C(=O)NCC(=O)N3CCN(c4ccc(F)cc4)CC3)c3ccccc3c2=O)c(OC)c1 | -0.5 |
| COc1cccc(NC(=O)CN(c2cccc(OC)c2)S(C)(=O)=O)c1 | -2.0 |

Other results
Key to letters – A = WRN helicase inh; B = CCT chaperon mod; C = PLK1 PBD inh; D = EPAC1 antag; E = EPAC2 antag; F = MmCpn inh; G = EPAC1 agonist; H = PI5P4Ka inh
> COc1cccc(/C=C2\CCc3ccccc3C2=O)c1
  A = -4%; B = -0.6; C = -1%; D = -22%; E = -15%; F = -4%; G = 1%; H = -9
> COc1c(F)c(F)c(C(=O)Nc2ccc(-c3nc4ccccc4[nH]3)cc2)c(F)c1F
  A = 3%; B = 2.0; C = -1%; D = 10%; E = 11%; F = -7%; G = -14%; H = 0
> O=C(COC(=O)c1cc(C(F)(F)F)cc(C(F)(F)F)c1)NCc1ccc(Cl)cc1
  A = -22%; B = -1.0; C = -17%; D = -17%; E = -14%; F = 0%; G = -9%; H = 9
> COc1ccc(Br)cc1C(=O)NC(=S)Nc1c(C)n(C)n(-c2ccccc2)c1=O
  A = -17%; B = -2.4; C = -7%; D = -18%; E = 0%; F = -9%; G = 1%; H = 2
> COc1ccc(C(=O)C2CCCN(Cc3ccc(C#CCCO)cc3)C2)cc1F (configuration not stated)
  A = -5%; B = 1.8; C = -6%; D = -9%; E = -8%; F = -2%; G = 4%; H = -3
> Cc1cccc([N+](=O)[O-])c1NC(=O)COC(=O)C1CCCO1 (configuration not stated)
  A = 1%; B = 0.6; C = 11%; D = -2%; E = -7%; F = -4%; G = -6%; H = 0
> O=C(Nc1ccccc1)/C(=C\c1cccs1)NC(=O)c1ccccc1
  A = 3%; B = 0.4; C = -5%; D = -24%; E = 5%; F = 1%; G = 1%; H = 1
> CC/C(=N/Nc1ccc(Cl)cc1)c1cnnc(SC)n1
  A = 11%; B = -3.0; C = -2%; D = -10%; E = 8%; F = -2%; G = 0%; H = 10
> CC1CCN(C(=O)CSc2nnc(Cc3cccn3C)n2-c2ccc(F)cc2)CC1
  A = 2%; B = -0.4; C = ?; D = -4%; E = -7%; F = 0%; G = -6%; H = 0
> COc1ccc(C(=O)NCC(=O)Nc2cccc(S(=O)(=O)N3CCCC3)c2)cc1
  A = 3%; B = -0.4; C = 0%; D = 12%; E = 1%; F = 0%; G = 10%; H = 7
> COc1ccc(Nc2nc(CC(C)=O)ns2)cc1
  A = -1%; B = -2.8; C = -7%; D = 3%; E = -3%; F = -1%; G = -11%; H = -8
> O=C1C=CC(=O)N1c1ccc(-c2nc3ccccc3o2)cc1
  A = -10%; B = 0.5; C = 8.4µM*; D = 1%; E = -18%; F = nt; G = 11%; H = -60*
> CCSc1nnc(-c2ccc(S(=O)(=O)N3CCOCC3)cc2)n1C
  A = 19%[57.1 µM]; B = 0.6; C = -27%; D = -18%; E = 11%; F = 3%; G = -8%; H = -3
> O=C(CNC(=O)c1ccc(F)cc1)c1ccccc1
  A = 0%; B = 1.2; C = 7%; D = 2%; E = -8%; F = 1%; G = 7%; H = 6
> C/C(=N\NC(=O)c1cccc(S(=O)(=O)N2CCCC2)c1)c1ccc(C)cc1
  A = -9%; B = 0.8; C = 3%; D = 7%; E = -6%; F = 0%; G = 7%; H = -1
> CC(=O)Nc1cccc(OCCCNC(=O)c2ccc(F)cc2)c1
  A = 0%; B = -2.8; C = 0%; D = 5%; E = -4%; F = 0%; G = 14%; H = 0
> Cc1[nH]n(-c2cccc(Cl)c2)c(=O)c1/C=N/n1c(C)nc2ccccc2c1=O
  A = -7%; B = 0.7; C = -3%; D = 7%; E = 6%; F = 1%; G = 3%; H = nt
> COC(=O)c1ccc(CCc2cc(O)ccc2O)cc1
  A = 56µM*; B = -2.0; C = ?; D = -5%; E = -2%; F = nt; G = 0%; H = ?
> O=C(CSc1nnc(CNC(=O)c2ccco2)o1)Nc1ccc(Br)cc1
  A = 14%; B = -0.7; C = ?; D = -1%; E = -1%; F = 2%; G = -7%; H = -4

Screening data (PubChem BioAssay)

These rows are one share of the data, so the mix of outcomes need not match the whole.
